# Source: PubChem BioAssay
# Cav32 inh – blocks human Cav3.2 T-type calcium channel. Cav3.2-expressing cells, Fluo-4 calcium fluorescence FDSS; active compounds read low. B-score at 10 µM. 4% of 100,000 active;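 active = single-dose well whose peak fluorescence ratio is a statistical outlier from its plate by either plate-standardised score or position-corrected B-score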
# Target sequence (O95180 whole entry, looked up): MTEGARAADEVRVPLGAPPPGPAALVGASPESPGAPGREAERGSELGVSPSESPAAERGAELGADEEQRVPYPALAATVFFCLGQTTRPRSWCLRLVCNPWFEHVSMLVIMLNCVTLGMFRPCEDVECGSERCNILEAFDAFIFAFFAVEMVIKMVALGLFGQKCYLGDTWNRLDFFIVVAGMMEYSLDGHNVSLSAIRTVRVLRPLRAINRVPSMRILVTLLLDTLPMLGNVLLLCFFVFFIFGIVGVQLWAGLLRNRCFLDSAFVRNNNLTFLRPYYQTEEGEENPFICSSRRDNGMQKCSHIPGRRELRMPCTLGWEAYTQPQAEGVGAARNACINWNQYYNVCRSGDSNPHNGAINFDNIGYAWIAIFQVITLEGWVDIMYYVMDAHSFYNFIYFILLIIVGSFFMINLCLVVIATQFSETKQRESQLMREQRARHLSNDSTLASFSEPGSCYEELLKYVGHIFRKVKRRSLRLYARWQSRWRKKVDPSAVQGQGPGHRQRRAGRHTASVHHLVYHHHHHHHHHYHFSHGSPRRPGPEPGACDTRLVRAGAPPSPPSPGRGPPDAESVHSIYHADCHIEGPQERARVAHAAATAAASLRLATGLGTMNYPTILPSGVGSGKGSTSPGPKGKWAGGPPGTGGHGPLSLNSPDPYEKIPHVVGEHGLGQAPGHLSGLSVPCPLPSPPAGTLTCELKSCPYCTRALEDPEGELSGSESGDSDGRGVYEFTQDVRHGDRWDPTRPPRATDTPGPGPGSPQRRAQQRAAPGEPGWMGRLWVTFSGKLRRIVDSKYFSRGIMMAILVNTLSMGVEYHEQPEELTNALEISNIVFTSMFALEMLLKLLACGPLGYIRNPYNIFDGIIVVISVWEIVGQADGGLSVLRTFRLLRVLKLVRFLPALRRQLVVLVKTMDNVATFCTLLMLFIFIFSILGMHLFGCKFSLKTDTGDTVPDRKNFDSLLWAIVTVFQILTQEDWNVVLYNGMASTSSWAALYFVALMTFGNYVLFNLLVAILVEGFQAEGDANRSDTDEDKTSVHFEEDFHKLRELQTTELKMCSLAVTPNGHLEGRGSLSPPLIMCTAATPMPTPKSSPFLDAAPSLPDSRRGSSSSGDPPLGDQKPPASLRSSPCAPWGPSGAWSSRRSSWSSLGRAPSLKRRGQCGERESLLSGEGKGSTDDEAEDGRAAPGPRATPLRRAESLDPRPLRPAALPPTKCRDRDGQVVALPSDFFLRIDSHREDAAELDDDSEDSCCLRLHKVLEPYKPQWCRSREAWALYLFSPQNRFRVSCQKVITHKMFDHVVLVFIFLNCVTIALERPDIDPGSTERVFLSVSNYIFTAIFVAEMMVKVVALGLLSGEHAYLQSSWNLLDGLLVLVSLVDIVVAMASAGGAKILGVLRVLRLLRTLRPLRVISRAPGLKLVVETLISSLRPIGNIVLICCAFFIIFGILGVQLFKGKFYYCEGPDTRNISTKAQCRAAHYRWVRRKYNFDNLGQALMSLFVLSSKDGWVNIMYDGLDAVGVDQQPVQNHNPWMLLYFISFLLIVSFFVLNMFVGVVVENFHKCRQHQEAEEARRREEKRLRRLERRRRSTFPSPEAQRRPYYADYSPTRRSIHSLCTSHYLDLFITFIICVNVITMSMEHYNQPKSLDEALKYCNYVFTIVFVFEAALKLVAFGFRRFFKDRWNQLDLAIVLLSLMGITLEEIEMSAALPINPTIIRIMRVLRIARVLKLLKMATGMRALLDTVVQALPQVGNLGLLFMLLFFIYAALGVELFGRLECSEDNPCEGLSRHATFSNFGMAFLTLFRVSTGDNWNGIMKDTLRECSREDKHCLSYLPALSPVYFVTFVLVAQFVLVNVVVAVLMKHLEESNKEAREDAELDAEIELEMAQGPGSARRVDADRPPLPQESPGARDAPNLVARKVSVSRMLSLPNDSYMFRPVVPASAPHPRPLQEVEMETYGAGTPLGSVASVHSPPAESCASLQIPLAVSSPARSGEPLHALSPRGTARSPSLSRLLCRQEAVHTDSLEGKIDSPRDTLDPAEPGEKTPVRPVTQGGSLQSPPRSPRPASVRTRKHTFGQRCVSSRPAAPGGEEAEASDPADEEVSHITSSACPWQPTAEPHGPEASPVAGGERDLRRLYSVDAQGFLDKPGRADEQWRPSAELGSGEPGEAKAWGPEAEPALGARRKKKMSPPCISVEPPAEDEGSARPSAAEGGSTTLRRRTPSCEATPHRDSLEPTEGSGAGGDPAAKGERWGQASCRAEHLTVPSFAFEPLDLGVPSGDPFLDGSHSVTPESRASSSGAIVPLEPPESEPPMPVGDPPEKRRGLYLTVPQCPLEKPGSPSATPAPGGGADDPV
# The depositor's hits bear a star. Not all compounds are listed; the hit share may differ from the screen's.
SMILES	Cav32 inh
Cc1ccc(-n2c(C)cc(C(=O)COC(=O)C3=NNC(=O)CC3)c2C)cc1	0.36
Cn1nnnc1SCC(=O)Nc1ccccc1Cc1ccccc1	0.042
Cc1ncc(CO)c2cc(C(N)=O)c(=Nc3ccccc3)oc12	3.3
Cc1ccc(C)c(Cn2c(CO)nc3ccccc32)c1	-6.4*
COC(=O)C(Cc1ccccc1)NC(=O)CSc1nc(N)cc(=O)[nH]1 (stereo unspecified)	1
O=C(COc1ccccc1Cl)N(Cc1ccco1)C1CCS(=O)(=O)C1 (stereo unspecified)	0.58
O=C(Nc1ccccc1)C1=C(O)CC(c2ccco2)CC1=Nc1ccccc1 (stereo unspecified)	0.94
Cc1ccc(S(=O)(=O)N2CCN(C(=O)N(C)C)CC2)cc1C	1.1

# The final three entries of the section before are carried over, then new ones follow:
SMILES	Cav32 inh
O=C(COc1ccccc1Cl)N(Cc1ccco1)C1CCS(=O)(=O)C1 (stereo unspecified)	0.58
O=C(Nc1ccccc1)C1=C(O)CC(c2ccco2)CC1=Nc1ccccc1 (stereo unspecified)	0.94
Cc1ccc(S(=O)(=O)N2CCN(C(=O)N(C)C)CC2)cc1C	1.1
COc1ccc(OC)c(N/C=C2/CCCCC2=O)c1	-0.88
Cc1nnc(SCCn2c(N(C)Cc3ccccc3)nc3c2c(=O)n(C)c(=O)n3C)s1	0.56
COc1ccc(C2CC(O)(c3ccccc3)Oc3cc(OC)ccc32)cc1 (stereo unspecified)	-2.3
CC1CCCN(CCC(=O)Nc2ccc3c(c2)CCC3)C1 (stereo unspecified)	-0.37
Cc1cc(C)nc(Nc2ccc(N3CCOCC3)cc2)n1	-0.28
CC1CCN(C(=O)C2CCN(S(=O)(=O)c3cnc[nH]3)CC2)CC1	0.069
O=C(Nc1ccc(N2CCCCC2)cc1)c1ccc2c(c1)OCCO2	0.16
Cc1sc2nc(SCC(=O)NCCO)n(C)c(=O)c2c1C	0.19
COC(=O)C1(C)NC(c2ccco2)C2C(=O)N(c3ccc(C)cc3)C(=O)C21 (stereo unspecified)	-0.36
COC(=O)c1ccc(OC(=O)C2CC(=O)N(c3cccc(C)c3)C2)cc1 (stereo unspecified)	-0.014
C/C(=N\N=C(/N)SC1CC(=O)N(c2ccccc2)C1=O)c1cccs1 (stereo unspecified)	-2.2
COC(=O)C(NC=O)C(O)(Cc1ccccc1)C(F)(F)F (stereo unspecified)	-2.6
Cc1ccccc1-n1c(Cn2c(=O)sc3ccccc32)nnc1SCC(=O)NCC1CCCO1 (stereo unspecified)	1.2
COc1ccc(CNC(=O)CSc2nnc(Cn3nnc4ccccc43)n2C)cc1	-0.29
CCCCSCCCNC(=O)CS(=O)Cc1nc(-c2cccc(C)c2)oc1C (stereo unspecified)	-2.2
CC(C)NC(=O)C1CCCN(S(=O)(=O)c2ccc(-n3cnnn3)cc2)C1 (stereo unspecified)	-0.48
CSC1=C(C#N)C(c2ccccc2Cl)C(C(C)=O)=C(C)N1 (stereo unspecified)	-0.65
CC1(C)NC(C)(C)c2nonc2/C1=N\O	0.24
Nc1nonc1-n1nnc(C(=O)c2ccccc2)c1-c1ccccc1	-3.4
CCN1C/C(=C\c2cccc(C)c2)c2nc3ccccc3c(C(=O)O)c2C1	0.36
CC(Oc1ccccc1)C(=O)Nc1cccc(F)c1 (stereo unspecified)	-1.3
COc1ccc(C2=CC3=C(Br)C(=O)C(C)(OC(=O)c4cnc5ccccc5n4)C(=O)C3=CO2)cc1 (stereo unspecified)	0.019
CCOC(=O)c1c(NC(=O)CSc2nc3c(c(=O)n(C)c(=O)n3C)n2C(C)C)sc(C)c1C	-0.089
CCC1CCc2c(sc(NC(=O)c3ccco3)c2C(N)=O)C1 (stereo unspecified)	0.096
CCCC(C)C(=O)Nc1ccc(C(N)=O)cc1 (stereo unspecified)	1.2
Cc1ccccc1SCC(=O)NC1CCOC1=O (stereo unspecified)	-0.4
C=CCNC(=S)Nc1sc2c(c1C(=O)OCC)CCN(C(=O)OCC)C2	1.3
O=C1CC(=O)C(n2cncn2)C(c2ccc(Cl)cc2Cl)C1 (stereo unspecified)	0.5
C[C@H](NC(=O)OC(C)(C)C)c1nnc(SCC(=O)Nc2ccc(Br)cc2)o1	-3.4
CCO[C@H]1OC(C(=O)NC2CC2)=C[C@@H](C)[C@@H]1CCCO	0.39
COc1ccc2c(c1)NC1(O)c3ccccc3C(=O)C21O (stereo unspecified)	0.91
Cc1cccc(-c2nc3c(c(SCC(=O)N4CCOCC4)n2)CCCC3)c1	-1
Cc1cccc(-c2nnc(NC(=O)c3cccs3)s2)c1	0.83
CCn1c(Cc2ccccc2)nnc1SCC(=O)Nc1ccc(N)cc1	-0.12
CC(=O)N/C(=C/c1ccccc1)C(=O)NCCO	0.073
COc1ccccc1NC(=O)N1CCN(c2ccccc2F)CC1	0.074
COc1ccc(N2CC(O)=C(c3nc4ccccc4s3)C2=N)cc1	0.24
CC(C)C(=O)NC(c1ccco1)c1c(O)ccc2ccccc12 (stereo unspecified)	-0.7
CNC(=O)COc1ncnc2sccc12	-0.54
O=C(NCCC1=CCCCC1)C1CCN(S(=O)(=O)c2cnc[nH]2)CC1	-0.11
CCc1nnc(NC(=O)C2CCN(c3nc(C)cc(C)n3)CC2)s1	2.3
O=C(NC1CC1)c1c[nH]c2ccc(S(=O)(=O)Nc3cccc(C(F)(F)F)c3)cc2c1=O	-5.6*
c1cnn(-c2nc(N3CCOCC3)nc(N3CCOCC3)n2)c1	0.82
O=C(CNC(=O)C1CCCCC1)Nc1cc(Cl)cc(Cl)c1	-0.57
CON/C=C(\C=Nc1ccc(F)cc1)c1ncc(C(F)(F)F)cc1Cl	-0.12
O=C(NCc1ccccn1)c1cnc2sccn2c1=O	1.1
Cc1ccc(C(=O)Nc2ncc3c(Cl)cccc3n2)cc1	-0.21
CC(NC(=O)c1ccc(NS(C)(=O)=O)cc1)c1ccccc1 (stereo unspecified)	1.3
Cc1ccc(C(C(=O)NCc2ccco2)N(C(=O)CNC(=O)c2cccs2)c2c(C)cc(C)cc2C)cc1 (stereo unspecified)	0.44
O=C(CSc1nnc(NC(=O)C2CCC2)s1)Nc1ccc(N2CCOCC2)cc1	0.9
CN(C)CCOC(=O)Cc1ccc(Cl)cc1	0.11
Nc1nnc(SCc2cc3c(cc2Cl)OCO3)s1	0.042
O=C(NCc1ccccc1)c1ccc(-c2ccccc2C(F)(F)F)o1	-1.5
Cn1cnnc1SCC(=O)NC(=O)NC1CCCC1	0.36
CC(C)(C)N1C(=O)Cc2c1nc(N)c1c(N)nc(N3CCCCC3CO)c(C#N)c21 (stereo unspecified)	-0.024
O=C(NC1CCCCC1)N1CCC(n2cnc3ccccc32)CC1	-0.31

# (listing goes on)
SMILES	Cav32 inh
Fc1ccc(CNC(=S)Nc2ccc(Cl)cc2)cc1	-4.3*
C/C(=C\C(=O)c1ccc(Br)cc1)N1CCCCC1	-0.43
CCOc1ccc2[nH]c(=O)c(CN(CC3COCCO3)C(=O)c3ccco3)cc2c1 (stereo unspecified)	0.96
COc1ccc(C(=O)NCCSCc2ccco2)cc1OC	1.3
COCCNC(=O)c1c(N)n(CCC2=CCCCC2)c2nc3ccccc3nc12	-2.1
CC(=O)c1ccc(OCCCC(=O)N2CCN(S(=O)(=O)c3cccs3)CC2)cc1	0.86
CC(=O)c1cc(F)c(N2CCN(c3ccc([N+](=O)[O-])cc3F)CC2)cc1C	-0.11
C(=N\Nc1nc2ccccc2s1)/c1ccco1	-0.11

# Ordered by molecular weight (high to low): part of the list above.
SMILES	Cav32 inh
CCOC(=O)c1c(NC(=O)CSc2nc3c(c(=O)n(C)c(=O)n3C)n2C(C)C)sc(C)c1C	-0.089
Cc1cccc(-c2nc3c(c(SCC(=O)N4CCOCC4)n2)CCCC3)c1	-1
COC(=O)C1(C)NC(c2ccco2)C2C(=O)N(c3ccc(C)cc3)C(=O)C21 (stereo unspecified)	-0.36
O=C(NCc1ccccc1)c1ccc(-c2ccccc2C(F)(F)F)o1	-1.5
COc1ccccc1NC(=O)N1CCN(c2ccccc2F)CC1	0.074
COc1ccc2c(c1)NC1(O)c3ccccc3C(=O)C21O (stereo unspecified)	0.91

# Next part
SMILES	Cav32 inh
O=C1CC(C(=O)N2CCN(c3ccc(F)cc3)CC2)CN1CCc1ccccc1 (stereo unspecified)	1.4
CN(C)C(=O)c1nc(C#N)c(N(C)C)o1	-2.5
CS(=O)(=O)N(CC(=O)N1CCOCC1)Cc1ccccc1	0.025
COc1ccccc1N1CCN(c2cc(=O)n(-c3ccc(Br)cc3)c(=O)[nH]2)CC1	0.0085
O=C1c2ccccc2S(=O)(=O)N1Cc1nnc(-c2ccccc2Br)o1	0.18
CCOc1cccc(-c2nn3c(-c4ccco4)nnc3s2)c1	0.37
CCOC(=O)c1csc(NC(=O)c2ccc(S(=O)(=O)N(C)C)cc2)n1	0.83
CCCSc1nc2c(c(=O)[nH]c(=O)n2C)n1Cc1ccc(C)cc1	0.45
Cc1cccc(NC(c2ccc(O)cc2)c2ccc3ccc(C)nc3c2O)n1 (stereo unspecified)	-0.099
O=C1CC(N2CCN(Cc3ccc4c(c3)OCO4)CC2)C(=O)N1c1ccccc1 (stereo unspecified)	1.9
COC(=O)c1ccc(C(=O)OCCCc2nc3ccc(N)cc3[nH]2)cc1	0.69
C[C@]12CC[C@@H]3c4ccc(O)cc4CC[C@H]3[C@@H]1CC[C@@H]2OC(=O)CCC1CCCC1	0.0069
CC(=O)Nc1ccc(Nc2nc(C)nc3c2oc2ccccc23)cc1	0.73
COC(=O)c1cc(-c2c(C)nn(-c3ccccc3)c2C)n[nH]1	0.47
COc1ccc(CN2CC(C(=O)NCCC3=CCCCC3)CC2=O)cc1 (stereo unspecified)	0.18
Cc1ccc(NC(=O)c2ccco2)c(NC(=O)c2cccs2)c1	1.2
Cc1c(-c2ccc(F)cc2)nc(N)c(C#N)c1-c1cccs1	0.53
CCCCOC(=O)c1cc(=O)[nH]c(=O)[nH]1	-3
CCN(CC)C(=O)N1c2ccccc2C=Cc2ccccc21	-8.6*
COc1ccc(NC(=O)CCNS(=O)(=O)c2ccc3c(c2)CCC(=O)N3)cc1	0.44
Cc1csc(SCC(=O)Nc2nc3ccccc3s2)n1	-3.7
O=C(Cc1c(O)c2ccccc2[nH]c1=O)N(Cc1ccccc1)Cc1ccccc1	-1.7
CCCn1c(N2CCN(CC(=O)c3c[nH]c4ccccc34)CC2)nc2c1c(=O)[nH]c(=O)n2C	0.81
CCOC(=O)C1=C(C)C(c2ccccc2)NC(=S)N1 (stereo unspecified)	0.3
Cc1cc(C)c(C)c(Cn2c(CO)nc3ccccc32)c1C	-1.2
COc1ccc(CCc2nc(-c3ccc(-n4cccc4)cc3)no2)cc1	1.1
CCN(CC(=O)Nc1ccc2c(c1)OCCO2)C(=O)CC1CCCC1	0.49
CC(C)NC(=O)CSc1nc2ccccc2c(=O)n1CCCOC(C)C	-0.76
C=CCc1cccc2cc(C(=O)NC(C)(C)C)c(=O)oc12	0.15
CCCCS(=O)(=O)NC1=NCN(CCOC(=O)c2ccccc2)CN1	0.53
CCOc1ccc(C2N(c3ccc(Cl)cc3)C(=O)C3CCCN32)cc1OC (stereo unspecified)	-0.15
CCOC(=O)C1=C(C)N(CCCC(=O)O)C(=O)NC1c1cccc(OC)c1 (stereo unspecified)	0.23
Cc1ccc(C(=O)CC2(O)C(=O)N(CN3CCOCC3)c3ccccc32)cc1 (stereo unspecified)	0.19
COc1ccc(N(C)S(=O)(=O)c2c(C)[nH]c(=O)[nH]c2=O)cc1	1.9
O=C(c1ccc(CS(=O)(=O)c2c(Cl)cccc2Cl)o1)N1CCN(c2ccccn2)CC1	2.2
COc1ccc(Nc2ncnc3c2oc2ccccc23)cc1	-1.2
COc1ccc(Cl)cc1-c1nc(-c2ccc(NC(=O)c3ccncc3)cc2)no1	0.036
CCCNC(=O)c1onc(CSc2ccc(Cl)cc2)c1C(=O)NCCOC	-0.056
COc1ccc(OC)c(C2Nc3nc4ccccc4n3C(C)=C2C(=O)Nc2ccc(C)cc2C)c1 (stereo unspecified)	-0.67
O=C(c1cc2c(s1)-c1ccccc1OC2)N1CCCC1	-2.1
COc1ccc(OC)c(/C(O)=C/C(=O)C(=O)Nc2cc(C)cc(C)c2)c1	-9.1*
Cc1cc(NC(=O)c2cccc(S(=O)(=O)N3CC(c4ccccc4)CC3=O)c2)no1 (stereo unspecified)	0.3
Cn1c(Cn2c(=O)sc3ccccc32)nnc1SCC(=O)NCc1ccccc1	-0.0073
Cc1cc(C)c2nc(SCCc3ccccc3)nc(C)c2c1	-1.3
O=C(NCC1CCCO1)C1CCCN1C(=O)NC1CCCCC1 (stereo unspecified)	0.43
COc1ccc2c(C)c(Cl)c(=O)oc2c1	0.33
Cc1ccc2nc(-c3ccc(NC(=S)NCCC(C)C)cc3)sc2c1	0.4
O=C(NCCN1CCN(C(=O)C(c2ccccc2)c2ccccc2)CC1)C(=O)Nc1ccccc1	0.42
O=C(NC1CC1)C1=C[C@@H](C2CC2)C[C@@H](OCCCCO)O1	0.55
CC(=O)c1c(C)[nH]c(C(=O)OCCCCN2C(=O)c3ccccc3C2=O)c1C	-2.3
CN(C)CCCn1c(N)c(C#N)c2nc(C#N)c(C#N)nc21	1.1
COc1ccc(S(=O)(=O)N/N=C\c2ccc(OC)c(COc3ccc(C)cc3[N+](=O)[O-])c2)cc1	-0.85
COc1cccc(-n2ccnc2SCC(=O)Nc2ccccc2)c1	-0.29
C/C(=C\C(=O)c1ccc(F)cc1)Nc1ccc(N2CCOCC2)cc1	-2.2
Brc1c(CSc2nnc(-c3ccco3)o2)nc2ccccn12	0.0078
O=P(O)(CCc1ccccc1)CN1CCCCC1	0.0096
CCOC(=O)Cc1csc(NC(=O)c2csc(C)c2)n1	-1.5
